# Apoferritin bind: qHTS Assay for Identification of Novel General Anesthetics; apoferritin/1-aminoanthracene competitive binding, fluorescence; AID 485281, 2010; Potency, µM (highest dose often 77.5 µM), without a hit: top-dose activity change, negative = displacement, most hits filed as inhibitors; actives 0.074% (n = 350,000); further: on the % scale 0 is the no-effect control and ±100 the full control effect; nearly all actives have a fitted effect of over 20% in size
# Target sequence (P02791 2-175 limits assumed): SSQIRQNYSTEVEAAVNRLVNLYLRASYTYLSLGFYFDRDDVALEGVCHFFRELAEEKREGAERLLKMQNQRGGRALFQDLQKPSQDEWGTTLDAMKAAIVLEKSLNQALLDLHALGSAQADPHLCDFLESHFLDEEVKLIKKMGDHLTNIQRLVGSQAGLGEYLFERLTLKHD
#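 In PBS, apoferritin at 10 uM is loaded with 1-AMA from a 50% saturated solution. After 10 min of compound exposure at ambient temperature, reduced 535 nm fluorescence indicates probe displacement.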
# Pol kappa inh: qHTS for Inhibitors of Polymerase Kappa; DNA polymerase kappa (Homo sapiens), Q9UBT6; purified Pol kappa, fluorescent DNA synthesis assay, 10 min; Potency, µM (highest dose often 107 µM), inactives show top-dose activity, negative = inhibition, hits mostly inhibitors; actives 0.53% (n = 400,000); further: on the % scale 0 is the no-effect control and ±100 the full control effect
#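 Here, compound and 10 nM enzyme are combined for 15 min at room temperature; adding 50 nM substrate (final) starts DNA synthesis, tracked by fluorescence at 0 and 10 min against buffer-only wells.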
# POLB inh: qHTS Assay for Inhibitors of DNA Polymerase Beta; P06746; Pol beta primer extension/strand displacement, fluorescence kinetic; actives 1.3% (n = 340,000); Potency, µM (doses to about 114 µM), inactives show top-dose activity change, negative = inhibition, hits mostly inhibitors; further: on the % scale 0 is the no-effect control and ±100 the full control effect
#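 Enzyme-only controls used 10 nM Pol beta; buffer lacking enzyme served as negative control. Compound preincubated 15 min, then 50 nM substrate added; 0 and 10 min reads at room temperature.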
# G9a inh: qHTS Assay for Inhibitors of Histone Lysine Methyltransferase G9a; G9a H3K9 monomethylation, AlphaScreen, 2 h; Potency, µM (doses to about 102 µM), inactives show at the highest dose activity, negative = inhibition, hits mostly inhibitors; actives 8.8% (n = 350,000); further: on the % scale 0 is the no-effect control and ±100 the full control effect; nearly all actives have a fitted effect of over 75% in size
#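 AlphaScreen read-out: biotin-H3K9 peptide (500 nM) methylation by 20 nM enzyme with 20 uM SAM, 2 h at room temperature after 15 min compound preincubation; anti-monomethyl H3K9 antibody plus donor/acceptor beads, 10 min dark.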
# POLH inh: qHTS for Inhibitors of Polymerase Eta; DNA polymerase eta (Homo sapiens), Q9Y253; recombinant Pol eta, fluorescent DNA replication assay; Potency, µM (doses to about 114 µM), for the others: at the highest dose activity change, negative = inhibition, actives largely listed as inhibitors; actives 1.2% (n = 390,000); AID 588591, 2011; further: on the % scale 0 is the no-effect control and ±100 the full control effect
# Target sequence (Q9Y253 whole entry, looked up): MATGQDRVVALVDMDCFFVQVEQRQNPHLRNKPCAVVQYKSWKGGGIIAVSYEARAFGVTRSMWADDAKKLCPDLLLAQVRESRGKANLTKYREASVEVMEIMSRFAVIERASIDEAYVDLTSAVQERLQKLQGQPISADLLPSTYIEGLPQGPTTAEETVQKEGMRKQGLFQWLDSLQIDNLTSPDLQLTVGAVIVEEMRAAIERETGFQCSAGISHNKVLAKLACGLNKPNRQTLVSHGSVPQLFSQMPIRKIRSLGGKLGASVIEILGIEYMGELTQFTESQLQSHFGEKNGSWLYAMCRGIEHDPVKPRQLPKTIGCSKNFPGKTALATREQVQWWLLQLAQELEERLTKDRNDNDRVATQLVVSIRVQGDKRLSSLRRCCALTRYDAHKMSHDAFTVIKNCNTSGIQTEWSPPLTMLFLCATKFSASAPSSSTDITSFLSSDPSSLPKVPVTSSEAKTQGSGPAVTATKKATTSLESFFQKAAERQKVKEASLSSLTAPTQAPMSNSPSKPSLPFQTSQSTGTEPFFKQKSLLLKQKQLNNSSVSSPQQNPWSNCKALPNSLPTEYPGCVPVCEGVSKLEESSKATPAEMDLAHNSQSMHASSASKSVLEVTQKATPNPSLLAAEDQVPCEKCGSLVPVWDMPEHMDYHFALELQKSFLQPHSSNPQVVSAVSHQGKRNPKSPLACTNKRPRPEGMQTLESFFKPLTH
#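 Pol eta (10 nM) was preincubated with compounds for 15 min at room temperature, after which fluorescent replication substrate (50 nM final) was added to start the reaction. Fluorescence was read kinetically at 0 and 10 min.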
# BAZ2B block: qHTS Assay for Inhibitors of BAZ2B. Bromodomain adjacent to zinc finger domain protein 2B (Homo sapiens), Q9UIF8. AlphaScreen BAZ2B-H3K14Ac peptide displacement. Potency, µM (titrated, usually from 114 µM), without a hit: at the highest dose activity change, negative = inhibition, actives largely listed as inhibitors. actives 4.4% (n = 360,000). AID 504333, 2011; further: on the % scale 0 is the no-effect control and ±100 the full control effect; nearly all actives have a fitted effect of over 60% in size
#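 Complex of BAZ2B and biotin-H3K14Ac (50 nM apiece) forms over 30 min at RT, then faces library compounds up to 110 uM for another 30 min; AlphaScreen beads added, 20 min dark incubation, luminescence read.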
# APE1 inh: qHTS Assay for Inhibitors of the Human Apurinic/apyrimidinic Endonuclease 1 (APE1); DNA repair nuclease/redox regulator APEX1 (Homo sapiens), P27695; recombinant APE1, TAMRA/BHQ-2 abasic DNA cleavage fluorescence; Potency, µM (titrated, usually from 65.8 µM), for the others: top-dose activity change, negative = inhibition, most hits filed as inhibitors; actives 0.35% (n = 350,000);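 further: plate controls were vehicle for no effect and reference inhibitor for full effect; nearly all actives have a fitted effect of over 55% in size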
#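 Endonuclease cleavage of a quenched abasic-site DNA duplex (50 nM) by APE1 (0.75 nM) was tracked by TAMRA dequenching. Compounds were preincubated with enzyme 15 min at room temperature; data normalized to buffer-only and DMSO wells plus NSC13755 control.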
# Pol iota inh: qHTS for Inhibitors of Polymerase Iota | Potency, µM (highest dose often 115 µM), for inactives: top-dose activity, negative = inhibition, actives largely listed as inhibitors | actives 1% (n = 390,000) | DNA polymerase iota (Homo sapiens), Q9UNA4 | AID 588590, 2011 | Pol iota fluorescent replication assay, 10 min
#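 Fluorescent replication assay read twice, at 0 min and 10 min after adding 50 nM (final) substrate. Enzyme (10 nM) and compounds were first incubated 15 min at room temperature; enzyme-free buffer wells were negative controls.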
# BLM helicase inh: qHTS Assay for Inhibitors of Bloom's syndrome helicase (BLM) | recombinant BLM DNA unwinding, fluorescence dequenching | actives 0.2% (n = 350,000) | RecQ-like DNA helicase BLM (Homo sapiens), P54132 | Potency, µM (doses to about 56.1 µM), for inactives: top-dose activity change, negative = inhibition, hits mostly inhibitors | AID 2528, 2010;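 further: plate controls were vehicle for no effect and no enzyme for full effect; nearly all actives have a fitted effect of over 35% in size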
# The depositor's hits bear a star; ? = inconclusive; . = no result given; & = joins results of further samples; ! = repeats disagree; [ ] = dose if it differs, or a comment. The call rests on the fitted dose curve; in most records, active means well fitted curve in the direction sought with a large enough effect; inconclusive means small, poorly fitted or top-dose-only effect, or another doubt; inactive means no such curve, though single readings can be large; an effect the other way counts as inactive or inconclusive. Potency means the concentration at half of the fitted maximal effect.
SMILES,Apoferritin bind,Pol kappa inh,POLB inh,G9a inh,POLH inh,BAZ2B block,APE1 inh,Pol iota inh,BLM helicase inh
C=CCOC(=O)C1=C[C@H](c2csc3ccccc23)[C@@H](CCCO)[C@H](OCC)O1,-10%,-11%,6%,-12%[59 µM],-20%,-5%,-6%,1%,-20%
CCN(CC)S(=O)(=O)c1ccc(C(=O)NCc2ccc3[nH]c4c(c3c2)CCCC4)cc1,-11%,-8%,-13%,?,-15%,?,8%,9%,-5%
COc1ccc(C=Nc2ccc3[nH]ncc3c2)c(O)c1,-13%,-10%,-1%,.,-7%,?,-9%,50%[activator],-7%
CCC(C)NC(=O)C1c2ccccc2C(=O)N1Cc1ccccc1OC (stereo unspecified),-6%,-13%,-1%,22%[59 µM],-5%,-5%,12%,10%,-4%
COc1ccc(N(C(=O)c2snc(C(N)=O)c2N)C(C(=O)NC2CCCC2)c2ccc(OC)c(OC)c2)cc1 (stereo unspecified),-23%,-6%,0%,13%,-7%,-10%,31%,3%,-15%
COCCNC(=O)CN(c1cc(Cl)ccc1OC)S(C)(=O)=O,-6%,-2%,25%,21%[59 µM],-16%,5%,-4%,37%[activator],-1%
C/C(CC(=O)Nc1cc(C)ccn1)=N\NC(=O)COc1cccc(C)c1,-18%,.,1%,24%,.,7%[57.1 µM],1%,.,-3%
COc1cccc(N2C(=O)Nc3ccccc3C2(O)C(=O)NCc2ccc3c(c2)OCO3)c1 (stereo unspecified),-7%,-7%,45%,13%[59 µM],-5%,-1%,-3%,12%,0%
COc1ccc(C(CC(=O)O)NC(=O)c2ccccc2)cc1OC (stereo unspecified),1%,-5%,14%,-2%[12.7 µM],-14%,3%,1%,-4%,-3%
CC(C)c1nc(CN(C)C(=O)N[C@H](C(=O)N[C@@H](Cc2ccccc2)C[C@H](O)[C@H](Cc2ccccc2)NC(=O)OCc2cncs2)C(C)C)cs1,?,?,-1%,-5%&-1%[59 µM],.,-12%,-2%&-5%,.,-15%&-15%
Cc1cc(C(=O)CSc2nc3ccccc3[nH]2)c(C)n1Cc1ccco1,-12%,3%,5%,14µM*,-19%,?,-6%,4%,-2%
Cc1nc(-c2ccc(C(=O)N3CCCC3)cc2)cs1,-9%,1%,-9%,-3%[59 µM],1%,-20%,-4%,82%[activator],-5%
CO[C@@]1(NC(=O)CSCC#N)C(=O)N2C(C(=O)O)=C(CSc3nnnn3C)CS[C@@H]21,-6%,-5%[60.1 µM],-2%,23%[12.7 µM],2.2µM*!,2%,-5%,?,-6%
Cc1ccc(NC(=O)CCNC(=O)c2ccccc2Cl)cc1S(=O)(=O)N1CCOCC1,.,8%,.,-1%[59 µM],-1%,1%,41%,19%,.
Oc1[nH]c2ccc(Br)cc2c1N=Nc1ccc(F)cc1,-1%,-5%,5%,0%,-1%,-22%,62%[activator],34%[activator],-2%
CC(C)(C)c1ccc(-c2nnc(SCC(=O)c3ccc4c(c3)OCCO4)o2)cc1,-7%,-5%,2%,32%[activator],-14%,-21%[57.1 µM],-1%,-17%,-4%
CN(C)c1nc(SCC#N)nc(N(C)C)n1,5%,-5%,-3%,3%[59 µM],9%,3%,0%,20%,0%
COc1ccccc1CNC(=O)CN1C(=O)COc2ccc(S(=O)(=O)NC3CCCC3)cc21,-5%&-4%,10%&-2%,-1%&-3%,34%&3%[59 µM],-18%&-6%,-3%&2%,7%,17%&12%,0%&-1%
CCC(CC)C(=O)Nc1ccc(Nc2ccccc2)cc1,-8%,-16%,22%,?,-22%,-1%,6%,2%,-5%
COc1ccc(CCNC(=O)c2cc(=O)[nH]c3ccccc23)cc1,-10%,1%,93%,5%,-18%,1%,15%,100%[activator],-2%
CCCCCC(=O)Nc1cccc(C2=NOC3(C2)C[C@H](C(N)=O)N(C(=O)CCCCC)C3)c1 (stereo partly specified),-3%,-21%,18%,-5%[12.7 µM],-22%,-5%,15%,37%[activator],-5%
COc1ccc(N2C(=O)C3CCCN3C2c2cccc(C)c2)cc1 (stereo unspecified),-2%,3%,36%,18%,-5%,3%,5%,19%,1%
CC(C)Oc1ccc(CNC(=O)c2ccc3c(c2)nc2n3CCCCC2)cc1,42%[activator],-12%[60.1 µM],-24%,66%[activator][59 µM],-12%,18%,.,-1%,0%
Cn1c(CNC(=O)c2ccc(Cl)cc2)nnc1SCC(=O)N1CCOCC1,0%,-6%,22%,-12%[0.501 µM],-11%,-24%,-9%,-9%,-4%
CCc1nn(-c2ccccc2)c2c1-c1cc(OC)c(OC)cc1C1(N2)C(=O)Nc2ccccc21 (stereo unspecified),-20%,-17%,25%,79µM*,-25%,?,7%,3%,-10%
COC(=O)c1ccc(/C=N\NC(=O)c2ccc(C)cc2Cl)cc1,-17%,-13%,1%,23%,-3%,-2%,5%,24%,-1%
Cc1cc2nc3c(=O)n(Cc4ccccc4)c(=O)[nH]c3nc2cc1N,79%[activator],?,?,?,-17%,-20%,-5%,56%[activator],-20%
Cc1c(C(=O)N(Cc2ccc(N(C)C)cc2)CC2CCCO2)oc2ccc(Cl)cc12 (stereo unspecified),44%[activator],4%,19%,11µM*,-12%,10µM*,.,14%,-8%
COc1ccc(CCNC(=O)COc2ccc(S(=O)(=O)NC3CCCCC3)cc2Cl)cc1OC,-2%,-13%,-20%,4%[59 µM],-15%,-10%,-4%,-1%,-2%
COc1ccc(C2c3ccc(O)cc3Oc3ncn4nc(-c5ccco5)nc4c32)cc1OC (stereo unspecified),0%,-14%,-20%,21%,?,-2%,4%,38%[activator],-19%
O=C(NCCN1CCOCC1)Nc1ccc(F)cc1,-1%,2%,-25%,-26%,-11%,-15%,1%,10%,2%
CCOCCCNS(=O)(=O)c1cc(Br)cc2c1N(C(=O)C1CC1)CC2,-14%,-9%,11%,14%[12.7 µM],-10%,-1%,-1%,5%,1%
COc1ccccc1C1C(C#N)=C(N)N(c2cccnc2)C2=C1C(=O)CC(C)(C)C2 (stereo unspecified),-8%,-4%,0%,4%[59 µM],-7%,3%,-4%,-5%,-9%
CC(=O)Nc1ccc(CN2CCCCCC2)cc1,-5%,-12%,0%,19%,7%,-1%,21%,7%,1%
Cc1cccc(-c2noc(CCC(=O)N3CCN(c4cc(C)ccc4C)CC3)n2)c1,.,12%,.,.,-16%,.,27%,25%,.
Cc1ccc(O/C=C2\OC(=O)c3ccccc32)cc1,-7%,-14%,3%,11%[59 µM],-14%,5%,1%,14%,-1%
CCOC(=O)C1CCCN(C(=O)c2cccc(S(=O)(=O)N(Cc3ccccc3)c3ccccc3OC)c2)C1 (stereo unspecified),.,-12%,.,12%[12.7 µM],-17%,-3%,10%,3%,.
O=C(Cn1nc(Br)nc1Br)c1ccccc1,0%,-24%,-17%,8%,-8%,?,40%,49%[activator],-3%
COc1ccc(-c2ccc(Nc3ccc(S(=O)(=O)N4CCCC4)cc3)nn2)cc1OC,2%,-30%,1%,-51%[59 µM],-14%,10%,8%,9%,-3%
CCc1ccc(NC(=O)CCS(=O)(=O)c2cccc3nsnc23)cc1,-11%,-21%,-6%,40µM*,-2%,-7%,-5%,?,-3%

# An excerpt from above, showing only Pol iota inh and POLB inh.
compound | Pol iota inh | POLB inh
Cc1ccc(O/C=C2\OC(=O)c3ccccc32)cc1 | 14% | 3%
CCOC(=O)C1CCCN(C(=O)c2cccc(S(=O)(=O)N(Cc3ccccc3)c3ccccc3OC)c2)C1 (stereo unspecified) | 3% | .

# Next part:
SMILES,Apoferritin bind,Pol kappa inh,POLB inh,G9a inh,POLH inh,BAZ2B block,APE1 inh,Pol iota inh,BLM helicase inh
COc1cccc2c(N/N=C/c3ccccc3)cc(C)nc12,?,0%,13%,-40%[59 µM],0%,-36%,11%,-10%,-8%
CC(NC(=S)NCc1ccccc1)C12CC3CC(CC(C3)C1)C2 (stereo unspecified),-18%,-16%,-15%,?,-11%,-16%,7%,77%[activator],-4%
Cc1ccc(NS(=O)(=O)c2ccc(N/N=C/c3ccccc3OCC(=O)O)c([N+](=O)[O-])c2)c(C)c1,-21%,?,?,-115%[59 µM],71µM*,7.9µM*,-9%,?,7.1µM*
COc1ccc(NC(=O)CCn2c(=O)c3cccn3c3cccnc32)c(OC)c1,3%,5%,0%,8%[59 µM],-10%,?,.,2%,-3%
Cn1c(C(=O)N2CCN(c3ccccn3)CC2)cc2ccccc21,-14%,-4%,2%,.,3%,?,-8%,4%,-4%
COC(=O)CN=Cc1c(C)[nH]n(-c2ccccc2)c1=O,-7%,-1%,-2%,?,-15%,-17%,-4%,44%[activator],0%
COc1ccc(C2C(C(=O)Nc3cccnc3)=C(C)Nc3nc(-c4cccs4)nn32)cc1 (stereo unspecified),4%,6%,13%,6%[59 µM],-13%,6%,1%,7%,-1%
COc1cccc(C(=O)N2CCCC(CCC(=O)NCc3ccc(F)c(F)c3)C2)c1 (stereo unspecified),-13%,-10%,5%,-1%,-18%,-15%,1%,111%[activator],-1%
Cc1cc(N2CCCCC2C)nc(-c2ccccc2O)n1 (stereo unspecified),-5%,-5%,-10%,270%[activator],-8%,69%[activator],-1%,-19%,-7%

# Shown as a hit in POLH inh, among the entries above:
canonical_smiles	Apoferritin bind	Pol kappa inh	POLB inh	G9a inh	POLH inh	BAZ2B block	Pol iota inh	BLM helicase inh
CO[C@@]1(NC(=O)CSCC#N)C(=O)N2C(C(=O)O)=C(CSc3nnnn3C)CS[C@@H]21	-6%	-5%[60.1 µM]	-2%	23%[12.7 µM]	2.2µM*!	2%	?	-6%
Cc1ccc(NS(=O)(=O)c2ccc(N/N=C/c3ccccc3OCC(=O)O)c([N+](=O)[O-])c2)c(C)c1	-21%	?	?	-115%[59 µM]	71µM*	7.9µM*	?	7.1µM*

# Compound activity: PubChem, National Center for Advancing Translational Sciences (NCATS)

# Not all compounds are listed, so the mix of outcomes need not match the whole.
